Screening results deposited in PubChem by several laboratories.
BoNT-F LC inh: inhibitors of Botulinum neurotoxin F light chain protease; actives 0.22% (n = 360,000); Multiplex microsphere protease cleavage assay, flow cytometry; inhibition, % at 10 µM; in the data active means inhibition above about 35%, passing the limit was not always enough; inconclusive means no clear call, values can overlap the other calls; further: plate controls were buffer without enzyme for full effect and enzyme alone for no effect
BioA inh: BioA (M. tuberculosis) enzyme inhibition; purified M. tuberculosis BioA enzyme, plate reader; inhibition, % at 9.99 µM; actives 0.096% (n = 360,000); in the data active means inhibition above about 40%; inconclusive means no clear call, values can overlap the other calls
GDH-TPI inh: GDH-TPI coupled enzyme inhibition counter-screen; GDH-TPI coupled enzyme counterscreen, NADH absorbance; actives 1.2% (n = 360,000); inhibition, % at 4.8 µM; AID 588335; in the data active means inhibition above about 30%;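 further: 0% = DMSO wells and 100% = wells lacking the enzyme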
UGM FP inh: blocks M. tuberculosis UGM enzyme; P9WIQ1; purified UGM, fluorescence polarization probe displacement; inhibition, % at 10 µM; actives 0.06% (n = 320,000); in the data active means inhibition above about 10%, passing the limit was not always enough; inconclusive means no clear call, values can overlap the other calls
FadD28 binding: inhibitors of Mycobacterium tuberculosis FadD28 bisubstrate binding. inhibition, % at 12.5 µM. actives 0.22% (n = 360,000). FadD28 bisubstrate probe binding, fluorescence polarization. AID 588549; in the data active means inhibition above about 8.5%, passing the limit was not always enough; inconclusive means no clear call, values can overlap the other calls
FBA Mtb inh: inhibitors of M. tuberculosis fructose-bisphosphate aldolase; P9WQA3; purified M. tuberculosis FBA, fluorescence read-out; inhibition, % at 1 µM; actives 2.3% (n = 360,000); in the data active means inhibition above about 27%;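 further: 0% = vehicle and 100% = reference inhibitor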
BoNT-A LC inh2: inhibitors of Botulinum neurotoxin A light chain protease | multiplex microsphere protease substrate cleavage, flow cytometry | inhibition, % at 10 µM | actives 0.17% (n = 360,000) | AID 588499; further: plate controls were buffer without enzyme for full effect and enzyme alone for no effect
PfHsp40 rescue: restores yeast growth despite PfHsp40 toxicity. growth rescue, % at 12.5 µM. actives 0.68% (n = 340,000). S. cerevisiae expressing PfHsp40, growth rescue, ATP luminescence; in the data active means growth rescue above about 28%, passing the limit was not always enough; inconclusive means no clear call, values can overlap the other calls;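 further: yeast W303a lacking pdr1 and pdr3 grown in galactose medium; growth measured after three days at 30 °C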
Anthrax LF inh2: blocks Bacillus anthracis lethal factor protease. actives 0.12% (n = 360,000). multiplex microsphere protease cleavage assay, LF. AID 588501. inhibition, % at 10 µM; further: plate controls were buffer without enzyme for full effect and enzyme alone for no effect
Target sequence (P15917 whole entry, looked up): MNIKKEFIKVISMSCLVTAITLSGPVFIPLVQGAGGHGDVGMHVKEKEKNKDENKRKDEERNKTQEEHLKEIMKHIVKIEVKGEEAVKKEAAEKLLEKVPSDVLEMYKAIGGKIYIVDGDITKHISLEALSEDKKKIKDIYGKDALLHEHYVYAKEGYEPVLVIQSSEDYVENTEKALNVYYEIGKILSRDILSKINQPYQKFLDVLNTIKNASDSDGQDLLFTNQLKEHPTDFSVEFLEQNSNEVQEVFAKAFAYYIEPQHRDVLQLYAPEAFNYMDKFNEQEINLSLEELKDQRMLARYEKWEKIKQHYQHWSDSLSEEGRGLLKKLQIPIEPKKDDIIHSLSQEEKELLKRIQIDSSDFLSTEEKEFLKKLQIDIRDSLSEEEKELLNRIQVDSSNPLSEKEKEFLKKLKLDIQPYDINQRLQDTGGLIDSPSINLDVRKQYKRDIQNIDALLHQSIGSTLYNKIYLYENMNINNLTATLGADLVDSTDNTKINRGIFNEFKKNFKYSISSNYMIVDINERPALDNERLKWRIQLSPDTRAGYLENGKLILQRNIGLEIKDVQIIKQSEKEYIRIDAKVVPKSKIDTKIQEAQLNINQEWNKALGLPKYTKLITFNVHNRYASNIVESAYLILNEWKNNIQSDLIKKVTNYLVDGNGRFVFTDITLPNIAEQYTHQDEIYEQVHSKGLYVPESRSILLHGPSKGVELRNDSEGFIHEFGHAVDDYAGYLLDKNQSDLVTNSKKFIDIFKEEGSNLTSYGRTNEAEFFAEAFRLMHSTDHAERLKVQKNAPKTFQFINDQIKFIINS
* = called active by the depositor; ? = inconclusive; nt = no result given; & = joins results of further samples. Unless noted, no stated cut-off is given here; in the data, active means inhibition above about 30%; inconclusive means no clear call, values can overlap the other calls; inactive means below that.

Screens in order: BoNT-F LC inh	BioA inh	GDH-TPI inh	UGM FP inh	FadD28 binding	FBA Mtb inh	BoNT-A LC inh2	PfHsp40 rescue	Anthrax LF inh2
1) c1ccc(-c2nc(NCc3ccco3)c3ccccc3n2)cc1
  12	nt	-5	-3.0	-9.9	-13	0.1	3.2	2
2) CC(C)CC(C)c1cc(N)nc2nc3ccccc3n12 (configuration not stated)
  -2	nt	6	1.8	-2.9	4	-0.8	-0.3	-4
3) Cn1c(SCC(=O)N2CCc3ccccc3C2)nnc1-c1cccs1
  9	1.9	10	1.1	0.3	-3	-0.1	0.2	6
4) CCOc1ccccc1NC(=S)N1CCN(c2cccc(OC)c2)CC1
  ?	-0.9	1	0.3	-2.6	3	-1.0	2.2	-4
5) C=C(C)CSc1nnc(-c2cc(OC)c(OC)c(OC)c2)n1N
  -6	1.6	-11	1.5	-4.1	0	-5.0	1.0	1
6) CCn1c(SCC(=O)Nc2nc(-c3ccc(C)cc3)cs2)nnc1-c1ccccc1O
  3	-1.7	4	0.2	-5.1	-2	0.2	86*	-3
7) Cc1cc(OCc2ccc(F)cc2)nc(-c2ccccc2O)n1
  2	2.2	6	1.8	0.5	0	?	0.1	?
8) CC(=O)N1c2ccccc2CCc2ccc(N)cc21
  -17	-1.5	6	6.4	-1.5	1	-3.0	-0.2	17
9) COc1ccc(C2(C)NC(=O)N(CC(=O)Nc3ccc4[nH]c(=O)[nH]c4c3)C2=O)cc1 (configuration not stated)
  5	0.3	3	-3.3	0.8	4	-2.2	0.6	-5
10) O=C(CSc1nnc(CN2CCCCCC2=O)n1-c1ccccn1)NCC(F)(F)F
  5	-1.3	-8	-0.8	-1.5	-2	-0.5	-1.3	-2
11) Cc1cc(C=C2C(=O)NC(=S)NC2=O)c(C)n1-c1ccc2c(c1)OCO2
  1	nt	10	1.2	-0.3	-4	8.9	-0.2	6
12) CC1=[N+](C)N(c2ccccc2)C(=O)C1N=Cc1ccccc1Cl (configuration not stated)
  -5	0.3	3	0.5	-0.1	3	-0.9	-0.8	-2
13) Cc1occc1-c1nnc(SCC(=O)NC(=O)NC(C)C)n1N
  -22	-0.5	3	0.3	1.0	1	0.3	0.9	-2
14) C=CCn1c(COc2ccc(CC)cc2)nnc1SCC(=O)NC1CCS(=O)(=O)C1 (configuration not stated)
  -8	-0.6	-2	2.1	-2.6	-2	0.1	-0.3	-4
15) O=C(CSc1nc(=O)n2cc(Cl)ccc2n1)Nc1ccc2c(c1)OCO2
  -10	nt	12	-2.5	1.2	-1	2.3	-1.0	1
16) COc1ccc(O)c(-c2cn[nH]c2-c2cccs2)c1
  21	0.1	7	1.9	0.7	0	-2.6	-0.6	-7
17) C=CCn1c(SCC(=O)NC2CC2)nc2sc(CC)cc2c1=O
  -16	nt	1	-1.9	-1.8	-1	-3.6	-0.4	-7
18) COc1ccc(-n2c(CNC(=O)c3ccc(S(=O)(=O)N4CCCC4)cc3)n[nH]c2=S)cc1
  2	nt	16	0.9	1.4	2	-0.3	9.9	-3
19) CCN=C(NCC)SC1CC(=O)N(c2cccc(OC)c2)C1=O (configuration not stated)
  8	0.2	-8	1.7	-3.0	2	1.1	1.3	2
20) O=C1CCCN1CCC1CCCCN1Cc1nc(-c2cnccn2)no1 (configuration not stated)
  -1	0.0	26	4.8	-1.1	1	1.1	-0.5	-1
21) COc1cc(CN2CCCC(N3CCN(c4ccccc4C)CC3)C2)cc(Cl)c1O (configuration not stated)
  -2	-0.1	9	0.1	-1.9	2	-3.4	-0.4	5
22) O=C(CCn1c(=O)oc2ccccc21)Nc1ccon1
  -15	-0.5	2	0.8	0.0	0	-0.2	-0.8	-2
23) CCCCNc1c([N+](=O)[O-])cc(C)cc1[N+](=O)[O-]
  -8	-0.4	12	-1.1	-4.2	-5	-1.0	-0.3	-2
24) C[C@H]1CN([C@@H](C)CO)C(=O)CCCn2cc(nn2)CO[C@@H]1CN(C)C(=O)Nc1cccc(Oc2ccccn2)c1
  0	0.4&2.5	11	nt	0.3	1	0.0	nt	-8
25) Cc1nn(C)cc1/C=C1\CCC/C(=C\c2cn(C)nc2C)C1=O
  2	0.8	20	0.8	-1.6	-6	-0.3	1.1	1
26) CN(C(=O)c1ccc(NC(=O)Cc2cccc(NC(=O)C3CCN(C(=O)C4CCCCC4)CC3)c2)cc1)C1CC1
  -2	1.4	1	nt	-1.3	2	-0.1	-0.1	-4
27) CCN(C(=O)COC(=O)c1c(NC(C)=O)sc(C)c1C)c1c(N)n(Cc2ccccc2)c(=O)[nH]c1=O
  4	-0.6	3	nt	-3.0	3	-0.5	-0.8	0
28) CN(c1ccccc1)S(=O)(=O)c1ccc(NC(=O)c2ccccc2)cc1
  -8	nt	6	-2.1	-1.8	0	-0.7	-1.0	-3
29) CCCn1c(NCc2cc(C)ccc2O)nc2ccccc21
  -3	1.3	-5	2.2	0.7	0	0.0	-1.8	0
30) CCOC(=O)c1ccc(Nc2ncnc3c2cnn3C)cc1
  -3	0.7	13	-0.1	-1.6	2	-1.1	0.7	0

2 entries picked at random from those above:
Screens in order: BoNT-F LC inh	BioA inh	GDH-TPI inh	UGM FP inh	FadD28 binding	FBA Mtb inh	BoNT-A LC inh2	PfHsp40 rescue	Anthrax LF inh2
24) C[C@H]1CN([C@@H](C)CO)C(=O)CCCn2cc(nn2)CO[C@@H]1CN(C)C(=O)Nc1cccc(Oc2ccccn2)c1
  0	0.4&2.5	11	nt	0.3	1	0.0	nt	-8
17) C=CCn1c(SCC(=O)NC2CC2)nc2sc(CC)cc2c1=O
  -16	nt	1	-1.9	-1.8	-1	-3.6	-0.4	-7

Next part
Screens in order: BoNT-F LC inh	BioA inh	GDH-TPI inh	UGM FP inh	FadD28 binding	FBA Mtb inh	BoNT-A LC inh2	PfHsp40 rescue	Anthrax LF inh2
31) CC(=O)Nc1cc2c3ccccc3ccc2c2ccccc12
  -7	nt	1	nt	-1.4	2	0.1	-0.4	-6
32) O=C(COc1ccc2c3c(c(=O)oc2c1)CCC3)NCc1ccncc1
  26	11	9	-4.3	-0.3	20	12	-0.2	7
33) CC(C)(C)N(Cc1ccccc1)C(=O)COC(=O)/C=C/c1ccc2c(c1)OCO2
  -2	-0.5	-2	-1.0	nt	3	1.7	-0.2	4
34) CC(NC(=O)Nc1ccc(O)cc1)(C(F)(F)F)C(F)(F)F
  -2	-2.2	4	-0.1	1.2	-1	-0.5	-1.2	0
35) Cc1nn(CC(=O)Nc2ccc(Br)cc2F)c(=O)c2cccn12
  3	-2.2	0	4.8	-1.2	2	-1.9	-1.4	0
36) COC(=O)c1cc(Br)c(=O)n(-c2ccccc2OC)c1
  -1	-0.9	12	-0.9	-0.4	0	0.0	-1.5	-1
37) O=C(CNC(=O)c1ccccc1Br)N/N=C/c1ccco1
  -9	4.8	4	-1.5	-0.2	0	-1.1	-0.6	17
38) O=C1C2C3C=CC(C3)C2C(=O)N1/N=C/c1cn(Cc2ccc(F)cc2)c2ccccc12 (configuration not stated)
  6	-0.7	13	-0.3	-1.2	1	1.3	2.8	1
39) COC(=O)c1cc(C)nc(N)c1C#N
  -3	-1.9	3	0.7	-0.5	108*	0.0	-0.3	0
40) O=C(Nc1ccc(NC(=O)c2ccco2)nc1)c1cccc(F)c1
  -6	-1.1	-5	-1.6	1.7	1	-0.7	-1.5	-3
41) O=C(Cn1cc(C(F)(F)F)ccc1=O)NCc1ccc(F)cc1
  1	2.8	-12	-4.8	-3.9	0	0.6	-1.0	-1
42) CCCCOCCCN1CC(=O)N2[C@@H](Cc3c([nH]c4ccccc34)C2(C)C)C1=O
  -34	-0.2	-1	2.3	-0.6	0	-4.2	5.5	8
43) CCc1nc2ccc(C(=O)NCc3ccc(OC)cc3)cn2c1N(CC)Cc1cccc(Br)c1
  -5	0.0	3	nt	-3.7	-1	-0.5	nt	1
44) COc1ccc(NC(=O)C(NCC(C)C)c2ccccc2)cc1Cl (configuration not stated)
  -1	nt	7	-3.1	-2.0	5	0.4	-0.4	2
45) OC(c1ccc(Cl)cc1Cl)C(Cc1cccnc1)n1cncn1 (configuration not stated)
  -3	0.3	-4	-1.0	-5.2	-5	-0.5	-2.0	3

The list goes on (three carried over from the part before).
Screens in order: BoNT-F LC inh	BioA inh	GDH-TPI inh	UGM FP inh	FadD28 binding	FBA Mtb inh	BoNT-A LC inh2	PfHsp40 rescue	Anthrax LF inh2
43) CCc1nc2ccc(C(=O)NCc3ccc(OC)cc3)cn2c1N(CC)Cc1cccc(Br)c1
  -5	0.0	3	nt	-3.7	-1	-0.5	nt	1
44) COc1ccc(NC(=O)C(NCC(C)C)c2ccccc2)cc1Cl (configuration not stated)
  -1	nt	7	-3.1	-2.0	5	0.4	-0.4	2
45) OC(c1ccc(Cl)cc1Cl)C(Cc1cccnc1)n1cncn1 (configuration not stated)
  -3	0.3	-4	-1.0	-5.2	-5	-0.5	-2.0	3
46) O=C(O)C1C2CCC(C2)C1C(=O)NCCc1ccc(F)cc1 (configuration not stated)
  ?	-0.3	13	-0.6	1.0	1	5.5	0.0	-4
47) COc1ccc(OCCCCc2c(C)n[nH]c2C)cc1
  -10	-0.6	0	-6.6	-0.4	3	-2.2	-0.2	-10
48) Cc1cccn2cc(-c3ccc(S(=O)(=O)N4CCOCC4)cc3)nc12
  -1	0.1	18	2.9	-1.1	187*	0.1	-0.2	1
49) CC1(C)CC(=NO)CC(C)(C)N1
  4	-1.9	-2	3.1	0.0	5	0.1	0.1	0
50) COc1cccc2c3c(c(C)nc12)CCN3c1ccccc1
  4	nt	11	2.0	-1.4	4	-0.5	7.3	-4
51) O=C(Nc1ccccc1)NC1CCN(Cc2c(F)cccc2Cl)CC1
  ?	-0.9	-4	1.7	-3.7	-4	?	-1.5	1
52) Cc1cc2ncn(CCCCOc3ccccc3)c2cc1C
  -5	5.1	1	1.2	-0.4	-1	-2.7	0.5	-2
53) Cc1cc(-c2ccc(S(=O)(=O)Nc3ccc(C#N)cc3)s2)on1
  5	-1.0	7	-0.4	1.4	1	1.2	-1.4	1
54) Cc1cccc(-c2csc(NC(=O)c3cnccn3)c2C(=O)OC(C)C)c1
  1	-0.6	-8	-0.6	-5.0	-3	1.1	-0.1	-1
55) CC(=O)c1ccc(S(=O)(=O)Nc2ccc(-c3ccc4nncn4n3)cc2)cc1
  12	-2.0	21	1.1	-4.1	1	3.7	0.5	0
56) Cc1ccc2[nH]cc(C(=O)CN3CCN(C)CC3)c2c1
  -2	0.4	7	3.0	-2.2	-1	?	-1.6	-2
57) COc1ccc2oc(C(=O)OCc3nnc(-c4ccccc4)o3)c(C)c2c1
  0	nt	13	3.4	0.1	5	0.7	0.0	-1
58) OC(COc1ccc2cc(Br)ccc2c1)CN1CCOCC1 (configuration not stated)
  0	1.7	10	-1.4	-1.7	0	-0.4	0.3	-1
59) O=S1(=O)CCN(C(CO)c2ccccc2)CC1 (configuration not stated)
  2	nt	-10	2.8	-2.8	1	-0.1	0.1	2
60) CN1CCN(/C=N/C2=C(C#N)C(c3ccccc3)C3=C(CC(C)(C)CC3=O)O2)CC1 (configuration not stated)
  -4	-2.9	16	0.4	-0.8	0	-1.4	-0.3	-2
61) Cc1cc(C)cc(C(=O)NCC(=O)OCc2c(C)noc2C)c1
  4	-1.9	4	-3.2	-1.1	1	0.7	-0.8	0
62) COc1ccc(CNC(=O)C2(CC3CC(c4ccccc4)=NO3)CCN(C(=O)Cc3ccc(F)cc3)CC2)cc1 (configuration not stated)
  12	-0.9	-5	-1.4	-0.4	-1	0.2	1.1	-4
63) OCC#CC[N+]1(CC#Cc2ccccc2)CCCC1
  -11	-1.4	12	-4.0	-1.2	2	-0.4	2.0	-7
64) Cc1ccc(-c2cc(=O)[nH]c(NCc3ccccc3)n2)cc1
  -6	-0.1	20	0.1	-0.6	3	-1.0	13	-9
